Screening data: PubChem, several laboratories
IDE inh: inhibits human insulin-degrading enzyme in HEK cells. inhibition, % at 5.59 µM. AID 434962. 320,000 compounds, 0.41% hits. P14735. FAbetaB cleavage, fluorescence polarization;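 active = percent inhibition above the average of all tested compounds plus 3 SD, set per screening campaign, cut at about 16% in these data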;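 note: IDE supplied by intact live HEK cells; FP after avidin binding of uncleaved biotin substrate so inhibition keeps polarization high; 0% = DMSO wells and 100% = 60 µM reference IDE inhibitor Ii1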
PfM18AAP inh: PfM18AAP enzyme inhibition. 290,000 compounds, 1.2% hits. recombinant PfM18AAP, H-Glu-NHMec fluorogenic cleavage. AID 1822. inhibition, % at 7.35 µM;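 active = inhibition above the campaign mean inhibition over all tested compounds plus 3 SD, cut at about 28% in these data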;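 note: 0% = plate median of test compound wells and 100% = 2 mM ZnCl2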
IMP-1 inhibitor: blocks Pseudomonas aeruginosa IMP-1 metallo-beta-lactamase. inhibition, % at 5.6 µM. 290,000 compounds, 0.45% hits. purified IMP-1, nitrocefin hydrolysis, epi-absorbance fluorescence;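 active = inhibition above the mean plus 3 SD of all compounds in the same screening run, cut at about 4.5% in these data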;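 note: 0% = IMP-1 with DMSO and 100% = DMSO wells lacking enzyme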
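System: purified recombinant IMP-1 beta-lactamase. Medium: Zinc- and detergent-supplemented HEPES buffer, pH 7.1. Compound: one 5.6 µM dose […]. Schedule: 15 min preincubation plus 25 min reaction at 25 °C. Technique: Epi-absorbance fluorescence, 480 nm excitation, 530 nm emission.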
VIM-2 inhibitor: blocks Pseudomonas aeruginosa VIM-2 metallo-beta-lactamase | 290,000 compounds, 0.89% hits | purified VIM-2, nitrocefin hydrolysis, epi-absorbance fluorescence | AID 1527 | inhibition, % at 5.6 µM;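 active = inhibition above the mean of all tested compounds plus 3 SD, cutoff set per screening run, cut at about 7.5% in these data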;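 note: red hydrolysis product quenches plate fluorescence so inhibitors raise well fluorescence; 0% = enzyme with DMSO and 100% = DMSO without enzyme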
NS3 helicase inh: inhibitors of Hepatitis C virus NS3 helicase; NS3 helicase DNA unwinding, Cy5 molecular beacon fluorescence; inhibition, % at 10.9 µM; 290,000 compounds, 0.56% hits; AID 1800;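 active = inhibition above the mean of all tested compounds plus 3 SD, set per campaign, cut at about 35% in these data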;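 note: 0% = DMSO wells and 100% = thioflavine S control wells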
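Control set: DMSO versus 110 µM thioflavine S; Material: NS3 helicase fragment of HCV; Measured by: Cy5 fluorescence at 0 and 60 min, beacon hairpin quenching; Read-out basis: percent inhibition from t60/t0 fluorescence ratio; Times: reaction time 60 min, 25 °C; Repeats: single replicate; Compound dosing: single dose, 10.9 µM nominal final, DMSO 0.8% final.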
pCIP destab: p/CIP protein destabilization | Q05BA5 | F442A p/CIP-EGFP cells, EGFP fluorescence, 16 h | decrease of EGFP signal, % at 10 µM | 290,000 compounds, 0.01% hits | AID 1984;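 active = EGFP signal decrease of at least 30% at 10 µM or well 3 SD below plate mean, unless failing retest; inactive = the rest, including hits failing retest or dose response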; note: some compounds called inactive have numbers as strong as hits; many of its hits are not listed in these tables
DNA FID counter: counter-screen for HCV NS3 helicase inhibitors: DNA intercalator displacement | DNA fluorescent intercalator displacement, fluorescence | inhibition, % at 7.9 µM | 290,000 compounds, 0.17% hits | AID 1845; in the data active = inhibition above about 37%;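 note: 0% = vehicle and 100% = reference compound; higher means more ethidium bromide displaced from hairpin DNA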
UBC9 SUMO inh: blocks human SUMOylation mediated by UBC9; inhibition, % at 35 µM; HTRF SUMOylation assay, SAE1/SAE2 + UBC9, in vitro; P63279; 290,000 compounds, 0.36% hits; in the data active = inhibition above about 50%, passing the limit was not always enough; note: strong numbers were not always called active
Target sequence (P63279 whole entry, looked up): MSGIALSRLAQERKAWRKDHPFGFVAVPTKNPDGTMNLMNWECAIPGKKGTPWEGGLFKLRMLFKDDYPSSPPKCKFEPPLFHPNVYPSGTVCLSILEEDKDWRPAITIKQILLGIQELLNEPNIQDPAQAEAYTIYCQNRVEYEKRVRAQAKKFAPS
IDE act: boosts human insulin-degrading enzyme activity in HEK cells; FAbeta-B cleavage, fluorescence polarization; 0% vehicle, 100% cell-free pure enzyme wells; 340,000 compounds, 0.073% hits; AID 493087; activation, % at 5.96 µM;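 active = activation above the mean of all tested compounds plus 3 SD, set per screening campaign, cut at about 17% in these data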
Starred values were filed as active, the others as inactive; x = not tested or not shown. Rows were taken by chance. About 3.6% of those tested had a hit in this group.

SMILES	IDE inh	PfM18AAP inh	IMP-1 inhibitor	VIM-2 inhibitor	NS3 helicase inh	pCIP destab	DNA FID counter	UBC9 SUMO inh	IDE act
Cc1cc(C)nc(N2CCCC(C(=O)NCCc3ccccc3F)C2)n1 (stereo unspecified)	0	-2	-2.9	-2.2	-13	-1	1	-8	11
COc1cccc(CN2CCNC(=O)C2CC(=O)NCCc2nc(C)c(C)s2)c1OC (stereo unspecified)	4	-17	-0.8	0.6	3	8	-25	-12	4
COC(=O)c1cn(C(C)C(=O)NCc2ccco2)c2ccccc12 (stereo unspecified)	0	-5	-3.3	-0.3	-15	6	-4	1	5
CCn1cc(CN2CCCC(CNS(=O)(=O)c3ccc(OC)cc3)C2)cn1 (stereo unspecified)	x	1	-2.2	-3.1	-4	-1	5	10	6
Cc1cc(=O)[nH]c(SCCCOc2ccc3c(c2)CCC3)n1	1	-2	-2.3	-2.8	2	-9	-15	33	-4
COc1ccc(NC(=O)c2cccnc2)c([N+](=O)[O-])c1	-2	-7	-4.7	-5.6	7	12	6	-15	-6
CN(C)c1cc[n+](CC(=O)Nc2cccc([N+](=O)[O-])c2)cc1	2	-1	-1.2	-0.3	-10	-2	9	0	5
Cc1cc(C(=O)CSc2cccc[n+]2[O-])c(C)n1-c1ccc(OC(F)F)cc1	4	11	-2.5	-0.8	4	-5	-16	16	6
O=C(CNC1CCCCC1)NCC1(c2ccccc2)CCCC1	1	1	-1.5	1.0	-19	-28	6	4	0
CC(C)Nc1ccc(C(CC(N)=O)NC(=O)Cc2ccc(Cl)cc2)cc1[N+](=O)[O-] (stereo unspecified)	-1	x	x	x	x	7	x	-9	-3
C/C(=N\NC(=O)c1nnn(-c2nonc2N)c1-c1cccs1)c1ccncc1	5	-6	-4.1	-4.2	8	-16	-21	-5	-1
O=c1cc(-c2ccccc2)nc(SCc2ccccc2)[nH]1	-1	-22	-1.4	-0.4	-4	0	-3	0	-2
CCOc1[nH]n(-c2ccccc2)c(=O)c1C=Nc1ccccc1	-1	0	-0.7	-3.9	-10	3	-3	2	0
CSc1c(SCc2ccccc2)cnn(Cc2ccccc2)c1=O	0	11	-3.0	-2.9	48*	-14	-10	-11	4
c1ccc(Cn2nnnc2C(c2cccnc2)N2CCN(c3ccccc3)CC2)cc1 (stereo unspecified)	2	4	-2.7	0.1	-7	-8	-12	10	-5
CN(C)Cc1c(-c2ccc(Cl)cc2)nc2ccccn12	-1	-2	-2.9	-3.6	0	0	1	4	-1
Cc1cc(N/C=C\c2nnnn2-c2ccc(F)cc2)no1	-2	-7	-2.1	-2.9	-6	3	-4	-4	-2
Cc1ccc(C(=O)C2=C(O)C(=O)N(CC3CCCO3)C2c2ccccc2F)o1 (stereo unspecified)	3	9	-1.1	0.0	19	-1	-25	1	3
O=C1[C@H]2[C@@H](c3ccc(F)cc3)N3C(=O)N(c4ccc(Br)cc4)C(=O)[C@@]3(Cc3ccc(Cl)cc3)[C@H]2C(=O)N1C1CCCCC1	-2	2	-4.6	-2.8	-14	-9	-14	2	4
CC(C)(C)OC(=O)N1CCC[C@H]1c1nnc(SCc2cccc(Cl)c2)o1	4	-14	-2.9	0.1	-12	-2	-40	15	0

Gathered by group, those above with an aryl methoxy group
SMILES	IDE inh	PfM18AAP inh	IMP-1 inhibitor	VIM-2 inhibitor	NS3 helicase inh	pCIP destab	DNA FID counter	UBC9 SUMO inh	IDE act
COc1cccc(CN2CCNC(=O)C2CC(=O)NCCc2nc(C)c(C)s2)c1OC (stereo unspecified)	4	-17	-0.8	0.6	3	8	-25	-12	4
CCn1cc(CN2CCCC(CNS(=O)(=O)c3ccc(OC)cc3)C2)cn1 (stereo unspecified)	x	1	-2.2	-3.1	-4	-1	5	10	6
COc1ccc(NC(=O)c2cccnc2)c([N+](=O)[O-])c1	-2	-7	-4.7	-5.6	7	12	6	-15	-6

Additional results follow.
SMILES	IDE inh	PfM18AAP inh	IMP-1 inhibitor	VIM-2 inhibitor	NS3 helicase inh	pCIP destab	DNA FID counter	UBC9 SUMO inh	IDE act
CC1CCCCC1NC(=O)COC(=O)c1cc(=O)c2ccccc2o1 (stereo unspecified)	9	3	-1.5	-1.0	-4	-40	13	8	6
O=C(Nc1ccc(Cc2ccncc2)cc1)C1CCC(N2C(=O)C3C4C=CC(C5CC45)C3C2=O)CC1 (stereo unspecified)	4	-1	1.5	-2.6	-6	0	-14	-2	-5
O=C(/C=C/c1ccco1)Oc1ccc(C(=S)N2CCOCC2)cc1	1	-18	-1.4	0.7	0	-7	-18	30	0
O=C(CN(Cc1ccccc1)S(=O)(=O)c1ccc(F)cc1)NCc1ccccn1	-2	-11	-0.6	-0.8	-6	-21	-24	1	-3
Cn1nc(-c2ccccc2)c(N2CCCCC2)cc1=O	5	-7	0.3	-2.2	-8	-13	-16	17	1
O=C(Nc1nnc(C(F)(F)F)s1)C1COc2ccccc2O1 (stereo unspecified)	3	-8	-3.2	-0.9	-11	1	-5	-6	2
COc1cc(C(=O)OCC2CC(c3ccccc3)=NO2)cc(OC)c1OC (stereo unspecified)	5	-3	-2.3	-2.7	-13	2	-22	8	-8
Cc1cc(C)c2nc(C(F)(F)F)nc(NCCCN3CCOCC3)c2c1	-5	-6	-1.6	1.4	-27	-12	21	-4	3
COC(=O)[C@@H](NCc1cccc(CN([C@H](C(=O)OC)C(C)C)S(C)(=O)=O)c1)C(C)C	0	-1	-2.2	-1.5	19	-8	-17	11	8
COc1ccc(-n2c(C)c([N+](=O)[O-])c3ccc(O)c(CN4CCCCC4)c32)cc1	4	5	-4.2	-2.4	-18	10	17	-12	6
COc1ccc(N2CCN(C(=O)CCCCCn3c(=O)[nH]c4ccsc4c3=O)CC2)cc1	-2	-1	-1.0	1.6	-9	-10	-2	3	-9
Clc1ccccc1-c1nc(N/N=C/c2cccnc2)c2ccccc2n1	2	4	-3.0	-2.8	1	-13	-18	6	-2
O=C(CN1CCCC1)OCCCc1ccccc1	1	2	-2.2	-0.5	2	-32	2	0	1
CCN(CC)C(=O)CN(c1ccc(Cl)cc1)S(=O)(=O)c1ccccc1	1	3	-0.3	-1.7	13	-5	-26	6	6
CCOc1ccc(OCC)c(NC(=O)c2ccc(CNc3c(N4CCCC4)c(=O)c3=O)cc2)c1	11	-9	0.1	0.8	2	-5	-5	26	-3
O=C(O)c1cc(N2CCOCC2)nc2ccccc12	-1	2	-0.1	-1.2	-3	-3	4	23	3
CC(=O)c1ccc(N(C(=O)c2csnn2)C(C(=O)NC(C)(C)C)c2cccs2)cc1 (stereo unspecified)	-1	-3	-1.3	-3.5	-2	-14	-7	3	-3
c1ccc(OCc2nn3c(-c4n[nH]c5c4CCC5)nnc3s2)cc1	4	x	x	x	x	-30	x	23	5
OC(CNCc1ccc(Cl)cc1)C(F)(F)F (stereo unspecified)	0	0	-1.0	-0.4	4	-3	0	2	-3
CCNC(=O)c1c(NC(C)=O)sc2c1CCCC2	3	-10	-0.9	-3.1	0	-1	-3	-5	-1
COc1ccc(O)c(C(=O)c2cc(C#N)c(=O)n(-c3ccc(Cl)cc3)c2)c1	15	-2	-0.8	-0.5	-8	-7	-11	-12	-23
O=C(Nc1ccc2c(c1)OCO2)c1cnccn1	-3	2	-0.8	-0.8	-2	10	1	-13	1
Cc1cc(-c2ccccc2)nc(N2CCC(C(=O)NC(C)C)CC2)n1	5	3	-1.1	-2.4	-6	2	2	7	3
CCS(=O)(=O)c1ccc(O)c(NC(=O)Nc2ccccc2OC)c1	-1	1	-1.0	-1.0	-4	1	-5	10	6
CCCOc1ccc(C(=O)NC(C)C(=O)O)cc1 (stereo unspecified)	2	10	0.5	-1.8	0	-12	0	-5	-4
CCS(=O)(=O)Nc1cccc(C(=O)O)c1	-3	4	-2.0	-3.5	4	-6	2	16	x
COc1ccc(NC(=O)COC(=O)/C=C/c2cnc3ccccc3n2)cc1	-3	2	-4.0	-0.7	0	-14	-2	2	2
CC1CCC/C(=N\NC(=S)NCc2ccccc2)C1 (stereo unspecified)	-2	6	0.2	-4.3	-4	12	-5	-8	-5
CCOC(=O)c1c(C)nc2c(C)cccn12	3	-3	-2.6	-2.9	1	-13	0	17	2
N/C(CC(=O)Nc1ccc(F)c(Cl)c1)=N\OC(=O)c1cccs1	1	-3	-1.0	0.1	-3	0	2	4	4
Cc1ccc(S(=O)(=O)N(CC(O)CN2C(=O)NC(C)(C)C2=O)c2cccc(C)c2)cc1 (stereo unspecified)	-2	1	-1.4	-4.3	0	-6	-29	9	4
COC(=O)C/C(C)=N/Nc1ccc(S(=O)(=O)N2CCCC2)cc1[N+](=O)[O-]	8	7	1.1	-1.6	22	-3	-7	-3	1
CC1CCN(C(=O)C2CCC(CNc3c(N4CCCCC4)c(=O)c3=O)CC2)CC1 (stereo unspecified)	-3	-6	-1.4	-0.5	-8	-16	-17	5	0
CC(C)(C)c1ccc(-n2ncc3c2CCCC3NC(=O)C2=NNC(=O)CC2)cc1 (stereo unspecified)	-3	-1	-2.5	0.1	-11	-12	-35	-6	6
O=C(Cn1c(=O)n(-c2cccc(Cl)c2)c(=O)n1CC(=O)N1CCCCC1)N1CCCCC1	2	3	-3.0	-1.1	1	0	-4	9	-6
CCOC(=O)C1(CCOc2ccccc2)CCN(Cc2ccc(O)c(OC)c2)CC1	0	7	2.0	2.2	-10	-8	25	-7	3
CCOC(=O)N1CCN(C(=O)CSc2nnc(-c3cccs3)o2)CC1	4	1	-2.8	-0.8	-8	-12	-16	6	-3
CCOc1ccc(C(=O)Nc2cc(-c3nc4ccccc4[nH]3)ccc2Cl)cc1[N+](=O)[O-]	1	-3	-2.3	-1.8	2	-9	3	26	-9
O=C(O)c1ccc(Cl)cc1Nc1nc2cc(Cl)ccc2o1	4	-2	-3.3	-3.5	-35	-10	15	30	-3
Cc1c(/C=C/C(=O)c2ccc(Cl)s2)cnn1C	2	6	0.6	-4.1	-2	-4	-6	17	-2
CCOC(=O)/C(C(=O)Nc1ccccc1Cl)=C1/NC(C)(C)Cc2ccccc21	-1	-2	-0.9	0.3	-3	7	-2	19	6
COc1ccccc1CC(=O)Nc1ccc(S(=O)(=O)N2CCOCC2)cc1	3	7	0.8	-1.6	16	5	-10	-15	7
Cc1ccc2nc3c(cc2c1)c(NC(=O)c1cccnc1)nn3C	4	-10	-4.3	-0.3	0	10	-20	3	0
O=C(Nc1cccc2ccccc12)/C(=C\c1cccc([N+](=O)[O-])c1)NC(=O)c1cccs1	-4	-2	-3.7	-1.4	-21	10	2	8	0
O=C(Nc1ccc(C(=O)O)cc1)/C(=C\c1ccc2c(c1)OCO2)NC(=O)c1ccccc1	3	-7	-3.3	-2.5	18	8	-5	5	4

Single records, from the list above. Order of values: IDE inh, PfM18AAP inh, IMP-1 inhibitor, VIM-2 inhibitor, NS3 helicase inh, pCIP destab, DNA FID counter, UBC9 SUMO inh, IDE act
COc1ccccc1CC(=O)Nc1ccc(S(=O)(=O)N2CCOCC2)cc1 is listed with 3, 7, 0.8, -1.6, 16, 5, -10, -15, 7
Cc1ccc2nc3c(cc2c1)c(NC(=O)c1cccnc1)nn3C is listed with 4, -10, -4.3, -0.3, 0, 10, -20, 3, 0
